GlmU inhibition – inhibition of mycobacterial GlmU enzyme – biochemical, glucosamine-1-phosphate acetyltransferase (AID 1376); Bifunctional protein GlmU (Mycobacterium tuberculosis (strain ATCC 25618 / H37Rv)); M. tuberculosis GlmU acetyltransferase enzyme assay; higher % means a stronger effect; inhibition, %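 (tested at 30 µM in the primary screen)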; hits with a dose series show IC50 in µM; 220,000 tested, 0.25% active; in the data active = inhibition above about 13%; inconclusive = no clear call, values can overlap the other calls;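 note: 0% = complete reaction with vehicle and 100% = reaction without substrate; strong numbers were not always called active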
RmlCD inh 1536 – M. tuberculosis RmlC/RmlD coupled enzyme inhibitors, primary screen, biochemical, compound mixtures, 384-well, from 1536-well plates. AID 1533, 2009. dTDP-4-dehydrorhamnose reductase (Mycobacterium tuberculosis (strain ATCC 25618 / H37Rv)) …. 160,000 tested, 0.03% active. inhibition, % at 3.6 µM. RmlC+RmlD coupled enzyme assay, percent inhibition; primary screen in compound mixtures; in the data active = inhibition mostly above about 34%, no sharp cut-off; inconclusive = no clear call, values can overlap the other calls; inactive = mostly below about 22%; note: some results filed as inactive read as strong as hits
Target sequence (P9WH09 whole entry, looked up): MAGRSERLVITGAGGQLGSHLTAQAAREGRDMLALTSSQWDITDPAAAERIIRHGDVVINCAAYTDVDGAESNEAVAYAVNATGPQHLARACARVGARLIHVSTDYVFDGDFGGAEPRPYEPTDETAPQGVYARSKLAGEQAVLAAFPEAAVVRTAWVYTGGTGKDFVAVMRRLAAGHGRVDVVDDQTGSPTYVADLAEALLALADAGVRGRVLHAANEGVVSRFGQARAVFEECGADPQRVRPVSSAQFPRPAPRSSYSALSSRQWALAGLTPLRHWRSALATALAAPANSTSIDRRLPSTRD
Target sequence (P9WH11 whole entry, looked up): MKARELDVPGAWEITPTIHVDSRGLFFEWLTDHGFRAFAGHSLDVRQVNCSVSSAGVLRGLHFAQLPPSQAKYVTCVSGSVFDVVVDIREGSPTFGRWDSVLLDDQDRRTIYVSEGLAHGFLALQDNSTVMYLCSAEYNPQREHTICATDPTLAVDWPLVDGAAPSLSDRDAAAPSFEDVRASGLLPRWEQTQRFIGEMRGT
* = called active by the depositor; ? = inconclusive; . = not tested or not shown; & = joins results of further samples. These rows are one share of the data; rates above refer to the full screens.

SMILES | GlmU inhibition | RmlCD inh 1536
CCCC(=O)Nc1cccc(C(=O)Nc2ccccc2OCC)c1 | 5.1% | 4
Cc1nc2sc(C(=O)O)c(N)c2c2c1COC(C)(C)C2 | 2.4% | .
Cc1cc(NC(=O)CN2CCC(n3nnc4cc(C(F)(F)F)ccc43)CC2)no1 | 1.6% | 7
Cc1ccc(-c2nnc(N3CCN(C(=O)CN4C(=O)c5ccccc5C4=O)CC3)c3ccccc23)cc1 | 5.5% | .
COC(=O)C1(S(=O)(=O)C2(C(=O)OC)CCCC2)CCCC1 | -0.6% | 4
CCC(C)[C@H](NC(=O)N1CCN(C)CC1)C(=O)OC (stereo partly drawn) | 5.6% | -9
COCCCNC(=S)N1CCN(S(=O)(=O)c2ccc(OC)cc2)CC1 | -4.9% | -8
O=C(c1ccc2snnc2c1)N1CCSCC1 | 2.5% | 5
CC[C@@H](C)C(NC(=O)OC(C)(C)C)c1cn([C@@H](Cc2cc3ccccc3[nH]2)C(=O)N2CCN(C(=O)OC(C)(C)C)CC2)nn1 (stereo partly drawn) | -0.2% | .
CCOC(=O)c1sc(=NC(=O)/C=C/c2ccccc2)n(C)c1C | -5.2% | 8
CN(Cc1ccccc1)C(=C(Cl)Cl)/C(=C1/NCCN1Cc1ccc(Cl)nc1)[N+](=O)[O-] | -3.5% | .
Cc1c(C(=O)NCC2CCCO2)cccc1[N+](=O)[O-] (stereo not drawn) | 2.2% | 2
CCOc1ccc(-n2c(N)c(C(=O)NCC3CCCO3)sc2=S)cc1 (stereo not drawn) | 2.4% | .
O=S(=O)(c1ccc(Br)cc1)N1CCN=C1SCc1cccnc1 | -6.4% | 5
COc1ccccc1C(N)=S | -6.8% | -8
Cc1cccc(C)c1N(CC(=O)NCc1ccc(F)cc1)C(=O)c1csnn1 | 2.9% | -9
Cc1cccc(NC(=O)C23CCC(C)(/C(=N/O)C2)C3(C)C)c1 (stereo not drawn) | -0.1% | 8
Cn1c(=O)oc2cc(S(=O)(=O)NC3CCCCCCC3)ccc21 | -0.3% | .
CN(C)C(=O)Oc1ccc(OCc2cccc[n+]2C)cc1 | 1.1% | 28
Cc1ccc(C(=O)Nc2c(C)n(C)n(-c3ccccc3)c2=O)cc1 | -2.7% | 0
O=C(NCc1cccnc1)C1CCCCN1S(=O)(=O)c1ccc(F)cc1 (stereo not drawn) | 5.3% | .
COc1ccc(N2CCN(C(c3ccc4ncccc4c3)c3nnnn3C(C)C)CC2)cc1 (stereo not drawn) | -2.0% | 28
COc1cc(C(CC(=O)N2CCN(c3ccccc3)CC2)c2c(OC)cc(OC)c3ccc(=O)oc23)cc(OC)c1OC (stereo not drawn) | 3.1% | .
OCCCNc1cc(-c2ccnc(Nc3cccc(Cl)c3)n2)ccn1 | 5.7% | .
O=C(CN(C(=O)Cn1nnc(-c2ccccc2F)n1)c1cccc2c1CCCC2)NCc1ccccc1 | -2.2% | .
CCCCCn1c(C(Cc2ccccc2)NC(C)=O)nc2ccccc21 (stereo not drawn) | 0.8% | 5
CC1(C)Cc2c(c(-c3ccccc3)nc3sc4c(=O)[nH]c(=S)[nH]c4c23)CO1 | 13% | -5
CC1(C)N([O-])C2=C(CCCC2)[N+]1=O | 4.1% | 8
Cc1cccc(NC(=O)c2cc3c(=O)n4ccccc4nc3n(CC(C)C)c2=N)c1 | -3.8% | 2
CC(=O)N1CN2CN(C1)CN(C(C)=O)C2 | 1.5% | .
CC(NCc1nc2ccccc2n1C)C12CC3CC(CC(C3)C1)C2 (stereo not drawn) | -2.6% | -8
CCNCCNc1ccc([N+](=O)[O-])c2cccnc12 | 3.1% | -9
CC(C)Oc1ccc(C(=O)O)c(C(=O)O)c1 | -0.8% | 6
CC(=O)NC1C(OCc2ccccc2)OC(COC(C)=O)C(OC(C)=O)C1OC(C)=O (stereo not drawn) | 3.0% | -14
Cc1ccc(C)c(-n2c(CNC(=O)c3ccco3)nnc2SCC(=O)Nc2nnc(C)s2)c1 | 0.5%&1.2% | ?
Cc1ccc(NC(=O)C2CCCN(S(=O)(=O)c3cnc[nH]3)C2)c(Br)c1 (stereo not drawn) | -4.9% | 7
CCC(C)NC(=O)Cn1c(-c2ccccc2)cc(C(C)=O)c1C (stereo not drawn) | 4.8% | -1
CCN(CC)C(=O)CN1C(=O)c2cccc3cccc(c23)C1=O | -4.2% | 7
Cc1nnc2n(Cc3ccccc3)c(=O)c3c4c(sc3n12)COC(C(C)C)C4 (stereo not drawn) | 1.2% | .
Cc1nc2ccc(NC(=O)c3ccc(Br)o3)cc2s1 | -4.9% | -8
O=C(COc1ncnc2ccc(Br)cc12)NCc1ccco1 | 0.9% | .
Cc1c(O)ccc(-c2[nH]ncc2-c2nc3ccccc3s2)c1O | 3.7% | 6
CNC(=O)NC(=O)C(C)N1CCN(C/C=C/c2ccccc2)CC1 (stereo not drawn) | -2.8% | 11
O=C(N1CCN(c2cccc(Cl)c2)CC1)C1(c2cccs2)CCOCC1 | 4.4% | 6
CC1CCCCC1NCC(=O)Nc1ccccc1-c1ccccc1 (stereo not drawn) | -9.4% | .
COc1ccc2oc(=O)c(C(C)=O)cc2c1 | 6.9% | -7
NNC(=O)CCc1nc2ccc(O)cc2[nH]1 | -7.8% | -8
CCOc1ccccc1-n1c(COc2ccccc2)nnc1SCC(N)=O | 2.0% | .
O=C(CCl)Nc1cn(-c2ccccc2)nc1-c1ccc(F)cc1 | 0.4% | 2
CN(C)S(=O)(=O)c1ccc(S(=O)(=O)N(CC(=O)Nc2ccccc2)CC2CCCO2)cc1 (stereo not drawn) | -4.2% | -1
(cont.)
SMILES | GlmU inhibition | RmlCD inh 1536
O=C(Nc1ccc(C(=O)O)cc1)/C(=C\C=C\c1ccccc1)NC(=O)c1cccc(Br)c1 | 2.9% | 9
Cn1c(SCC(N)=O)nnc1C1CCN(C(=O)NCc2ccccc2)CC1 | 2.8% | -8
O=S(=O)(NCc1ccc2c(c1)OCO2)c1ccc2oc3ccccc3c2c1 | -1.1% | .
C/C=C/c1ccc(OCCOc2ccc(C=O)cc2)c(OC)c1 | 0.5% | .
COCCCNc1nc(N)c([N+](=O)[O-])c(NCC2CCCO2)n1 (stereo not drawn) | 1.5% | -10
O=C1c2ccccc2NC(c2cn[nH]c2-c2ccccc2)N1O (stereo not drawn) | -1.6% | -4
CN(Cc1cccc2ncccc12)C(=O)CC1C(=O)NCCN1Cc1ccc(F)cc1 (stereo not drawn) | -4.5% | -5
Cc1ccc(Nc2nc(N3CCN(C)CC3)nc(N)c2[N+](=O)[O-])cc1C | -0.3% | 6
Cc1nc2oc(C(=O)c3ccc(Br)cc3)c(N)c2c2c1COC(C)(C)C2 | -3.3% | 5
C/C(CC1CC(C)(C)OC1=O)=N/Nc1nc(-c2ccccc2)cs1 (stereo not drawn) | -0.2% | 30
COc1ccc(NC(=S)Nc2ccc(N(C)C(C)=O)cc2)cc1 | -2.6% | -7
Cc1nn(C)c(C(=O)Nc2ccc(S(=O)(=O)NC34CC5CC(CC(C5)C3)C4)cc2)c1Br | -1.1% | .
Cc1cc(SCC(N)=O)nc(SCC(=O)c2ccccc2)n1 | -1.4% | 8
O=C1CC(N2CCN(Cc3ccc4c(c3)OCO4)CC2)C(=O)N1c1cccc(Cl)c1 (stereo not drawn) | 4.4% | -4
CC1(C)CC(=O)c2cnn(-c3nc4ccccc4[nH]3)c2C1 | 5.6% | -4
O=C(CNC(=O)c1ccc(F)cc1)N/N=C/c1ccc(O)c([N+](=O)[O-])c1 | 4.8% | ?
Cc1cccc(NC(=O)CNC(=O)COc2cc(F)ccc2[N+](=O)[O-])c1C | -2.1% | -6
Cc1cn(S(=O)(=O)c2ccc(Br)cc2)cn1 | 1.7% | .
C=CCN1C(=O)CSc2ccc(C(=O)NCc3cccs3)cc21 | -5.5% | 4
CC(C)c1nc(N2CCOCC2)c(C#N)c2c1CCC2 | -3.1% | 13
Cc1ccccc1NC(=O)CC1SCCNC1=O (stereo not drawn) | -6.0% | 7
CC1(C)Cc2ccccc2-c2nnc(-c3cccc(O)c3)n21 | 1.8% | 11
CCCCn1c(CN2CCN(c3cccc(Cl)c3)CC2)nc2c1c(=O)[nH]c(=O)n2C | 4.5% | .
Cn1c(=O)n(CC(=O)OCc2ccccc2)c(=O)c2c1nc1n2CCCN1C1CCCCC1 | 2.4% | .
COc1cc(/C=N/NC(=O)CSc2nc3ccccc3n2C)cc(OC)c1OC | -3.8% | 7
COc1ccc(N2CCSC2C(=O)NN)cc1 (stereo not drawn) | -5.4% | .
O=C(Nc1ccc(N2CCOCC2)c(Cl)c1)c1ccc2c(c1)OCCO2 | -7.7% | -8
CCC(COC(=O)Nc1ccccc1)NC(=O)OC(C)C (stereo not drawn) | 1.5% | -4
CC1CCN(C(=O)CSc2nnc(CSc3ncccn3)n2C)CC1 | 4.0% | 21
CSc1ccccc1-c1nnc(-c2ccccc2)o1 | 19% | .
O=S(=O)(NC1CCCCC1)c1ccc(Cl)nc1 | -1.4% | 3
CC1CC(C(F)(F)F)n2nc(C(=O)O)cc2N1 (stereo not drawn) | 11% | -4
CCN(CC)CCCN1C(=O)C(=O)/C(=C(/O)c2ccc3c(c2)OCCO3)C1c1ccco1 (stereo not drawn) | -2.1% | 13
CC(=O)N(c1ccccc1C)S(=O)(=O)c1ccc(Cl)cc1 | 5.4% | 16
COc1ccc(NC(=O)/C(Cl)=C(/Cl)S(=O)Cc2ccc(C)cc2)cn1 (stereo not drawn) | 7.4% | 6
Cc1ccc(-n2c(SCC(=O)OC(C)C)nnc2-c2ccccn2)cc1 | -5.4% | .
COC(=O)C1=C(C(=O)OC)[C@@H]2Nc3ccccc3[C@@]23C[C@@H](C(=O)OC)N(C(=O)COCc2ccccc2)C3=N1 | 0.1% | .
N#CCCN(C(=O)COc1ccc(C#N)cc1)c1ccc(F)cc1 | 3.7% | -11
COc1ccc(NCc2cc3ccccc3[nH]c2=O)cc1 | 11% | 0
COc1ccc(NC(=O)CC2SC(=Nc3ccccc3)NC2=O)c(OC)c1 (stereo not drawn) | 6.8% | .
Nc1ncc(-n2cncn2)c(-c2ccc(Cl)cc2)n1 | 2.0% | 3
Cc1ccc(NC(=O)C2CC(=O)N(CCc3ccccc3)C2)c(C)c1 (stereo not drawn) | 0.3% | 6
COc1ccc(C)cc1NC(=O)CCCN1C(=S)NC(C)(C)CC1C (stereo not drawn) | 4.2% | -8
Cc1ccccc1NC(=O)N1CCN(C(=O)c2ccco2)CC1 | 7.4% | 0
O=C(NC(Cc1ccccc1)C(=O)O)/C(=C\c1ccccc1F)NC(=O)c1ccccc1 (stereo not drawn) | -0.6% | -10
Nc1c(-c2cccc([N+](=O)[O-])c2)nc2ccccn12 | 0.9% | .
O=C(NN=C1CCCCC1)NC1CCCCC1 | 1.0% | -10
O=C(OCc1ccccc1Cl)c1ccccc1C(=O)c1ccccc1 | -0.3% | -2
Cc1n[nH]c(=S)n1/N=C/c1ccccc1OCc1ccc(Cl)cc1Cl | -1.3% | -6
CC(=O)c1ccc2c(c1)C1C(Cl)C(Sc3ccccc3[N+](=O)[O-])CC1C(C(=O)O)N2 (stereo not drawn) | 13%* | -8
Cc1cccc(C2c3[nH]c4ccccc4c3CCN2C(=O)c2ccc(=O)[nH]c2)n1 (stereo not drawn) | 2.0% | -3
COc1ccc(C(=O)Nc2cc(Cl)ccc2C(=O)O)cc1 | 1.3% | 11
O=C(CCCc1nc(-c2ccc(Cl)cc2)no1)Nc1cccnc1 | 2.4% | 11

Bioassay records (PubChem BioAssay)
